Screening data deposited in PubChem by Southern Research Specialized Biocontainment Screening Center.
M. tuberculosis: growth inhibition of non-replicating M. tuberculosis (AID 488890); Mycobacterium tuberculosis non-replicating, growth inhibition; higher % means a stronger effect; one-dose inhibition, % at 25 µM; IC50 in µM for titrated hits; 320,000 tested, 0.39% active; in the data active = a potency from the dose series; inconclusive = inhibition mostly from about 82% at the one dose, without a potency; inactive = the rest, 99 in 100 with inhibition below about 76%;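 also: plate controls were DMSO cells for no effect and high antibiotic wells for full effect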
Salmonella PhoP GFP: PhoP regulon inhibitors, Salmonella typhi PhoP promoter GFP reporter, confirmatory (AID 1850) | Salmonella Typhi PhoP-promoter GFP reporter, fluorescence, 4 h; higher % means a stronger effect | one-dose inhibition, % at 50 µM; IC50 in µM for titrated hits | 310,000 tested, 0.33% active; in the data active = a potency from the dose series; inconclusive = inhibition mostly from about 25% at the one dose, without a potency; inactive = the rest, 99 in 100 with inhibition below about 19%;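 also: 0% = induced wells with vehicle and 100% = uninduced wells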
M. tuberculosis HTS: M. tuberculosis growth inhibition, HTS (AID 449762); 330,000 tested, 0.59% active; M. tuberculosis H37Rv growth inhibition, 7H9 media; higher % means a stronger effect; inhibition, % at 25 µM, or IC50 in µM where a hit was titrated; in the data active = a potency from the dose series; inconclusive = inhibition above about 70% without an active follow-up result;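 also: bacterial growth assessed after seven days of incubation; strong numbers were not always called active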
H1N1 NS1A inhibition: NS1A inhibition, H1N1 influenza, cell based functional assay (AID 504329); NS1A functional cell-based assay, percent inhibition; higher % means a stronger effect; one-dose inhibition, % at 12.5 µM; IC50 in µM for titrated hits; 340,000 tested, 0.3% active; in the data active = a potency from the dose series; inconclusive = inhibition above about 27% without an active follow-up result; also: strong numbers were not always called active
VEEV TC-83 Vero: inhibitors of VEEV TC-83 cytopathic effect, confirmation, Vero cells (AID 588727) | Vero cells, VEEV TC-83 cytopathic effect inhibition; higher % means a stronger effect | one-dose inhibition, % at 20 µM; IC50 in µM for titrated hits | 350,000 tested, 0.13% active; in the data active = a potency from the dose series; inconclusive = inhibition mostly from about 14% at the one dose, without a potency; inactive = the rest, 99 in 100 with inhibition below about 12%; also: strong numbers were not always called active
VEEV TC-83 Vero 10K pilot screen: recorded beside VEEV TC-83 Vero, whose call it bears; inhibition, %; measured here: 10K pilot screen inhibition
The depositor's hits bear a star; i = inactive; ? = inconclusive; . = no result given.

SMILES | M. tuberculosis | Salmonella PhoP GFP | M. tuberculosis HTS | H1N1 NS1A inhibition | VEEV TC-83 Vero | others
O=C(Nc1ccc(S(=O)(=O)Nc2cnc3ccccc3n2)cc1)c1ccc(Cl)c([N+](=O)[O-])c1 | 35% | -9% | 5% | -2% | 2.3%
COc1ccccc1C1c2c(C)nn(-c3ccccc3)c2NC(=O)C1NC(=O)c1ccccc1 (centres undefined) | -4% | 0% | -1% | -2% | 0.9%
NS(=O)(=O)c1ccc(CCNC(=O)CNC(=O)c2ccc(F)cc2)cc1 | -26% | 5% | 3% | -1% | 1.0%
CN(CC(=O)Nc1ccccc1Cl)CC(=O)Nc1sc2c(c1C(N)=O)CCC2 | -9% | 4% | 51% | -3% | 6.9%
COc1ccc(NC(=O)CN(C)CCOc2ccc(Cl)cc2)cc1OC | -5% | 0% | 2% | -10% | i
Cc1c(C(=O)N(CCc2ccccc2)Cc2ccccc2)cccc1[N+](=O)[O-] | 12% | -6% | -7% | 1% | 5.7%
COc1ccc(OC)c(NS(=O)(=O)c2ccc(Cl)nc2)c1 | 6% | -11% | 5% | -4% | i
Cn1c(SCC#N)nnc1-c1cnccn1 | -10% | -3% | -3% | -3% | 1.9%
CCCCn1c(N)c(N(CCC(C)C)C(=O)c2[nH]c(C)c(C(=O)OCC)c2C)c(=O)[nH]c1=O | 10% | 4% | -9% | -4% | 1.3%
CS(=O)(=O)Nc1ccc(C(=O)N2CCc3ccccc3C2)cc1 | -10% | 8% | 2% | -4% | 7.7%
CCCCN(Cc1ccccc1)S(=O)(=O)c1cc2c(cc1Br)CC(C)N2C(C)=O (centres undefined) | . | . | . | -22% | 5.3%
COc1cc2c(cc1OC)CN(C(C)C(=O)N1CCc3ccccc31)CC2 (centres undefined) | 14% | -27% | 4% | 4% | 0.6% | VEEV TC-83 Vero 10K pilot screen=0.7
COc1ccc2c(c1)c1nc3ccccc3nc1n2CC(=O)OC(C)C | -6% | -54% | 13% | -9% | 1.0%
Cc1cc(Br)ccc1OCCCCN1CCC(C)CC1 | 9.6µM* | 4% | -15% | 8% | i
Cc1cccc(NS(=O)(=O)c2c(C(=O)N3CCOCC3)c(C)n(C)c2C)c1C | -3% | 3% | 2% | 4% | 0.5%

Reprinted at random: 4 records from the list
SMILES | M. tuberculosis | Salmonella PhoP GFP | M. tuberculosis HTS | H1N1 NS1A inhibition | VEEV TC-83 Vero | others
Cn1c(SCC#N)nnc1-c1cnccn1 | -10% | -3% | -3% | -3% | 1.9%
O=C(Nc1ccc(S(=O)(=O)Nc2cnc3ccccc3n2)cc1)c1ccc(Cl)c([N+](=O)[O-])c1 | 35% | -9% | 5% | -2% | 2.3%
CCCCN(Cc1ccccc1)S(=O)(=O)c1cc2c(cc1Br)CC(C)N2C(C)=O (centres undefined) | . | . | . | -22% | 5.3%
COc1ccc(NC(=O)CN(C)CCOc2ccc(Cl)cc2)cc1OC | -5% | 0% | 2% | -10% | i

Additional entries:
SMILES | M. tuberculosis | Salmonella PhoP GFP | M. tuberculosis HTS | H1N1 NS1A inhibition | VEEV TC-83 Vero | others
COc1ccc(NC(=O)Cc2nnc(N)s2)cc1 | -3% | 2% | -1% | -3% | 0.5%
C[C@@H]1COC(=O)[C@@H](CC(=O)OC(C)(C)C)C/C=C\C[C@@H](CC(=O)N(CCO)Cc2ccccc2)C(=O)N1 | 21% | . | -9% | -11% | i
O=C(c1cc(COc2c(F)cccc2F)on1)N(Cc1ccccc1)CC1CC1 | 13% | -3% | 0% | -17% | i
COC(=O)Cc1c(C)c2ccc(OCC(=O)N3CCCC3)c(C)c2oc1=O | 2% | -6% | -19% | 5% | 0.9%
CN(C(=O)c1ccc(Cl)cc1)C1=CCCCC1CCC#N (centres undefined) | -14% | 4% | -6% | 4% | 0.6%
NC(=O)C1CCN(C(=S)NCCc2ccccc2)CC1 | 2% | 9% | -2% | -1% | 0.1%
COc1ccc(OC)c(NC(=S)NCCC(c2ccccc2)c2ccccc2)c1 | 51% | 1% | -5% | 17% | 1.9%
COCCCNC(=O)C1CCC(=O)N1Cc1ccccc1Cl (centres undefined) | -7% | -8% | -5% | -26% | 1.1%
FC(F)(F)c1cccc(CNC(=S)Nc2ccccc2)c1 | 0% | -10% | 17% | 7% | i
CN(C)c1nnnn1-c1ccccc1Oc1ncc(C(F)(F)F)cc1Cl | -2% | -1% | 3% | 0% | 0.5%
O=C(CSc1nnc(Cc2ccccc2)n1-c1cccc(Cl)c1)NNC(=O)Cc1ccccc1 | -16% | -4% | -2% | -7% | 0.8%
CN(C(=O)c1ccccc1)c1nccnc1C#N | -1% | 0% | 9% | -1% | 2.0%
CC1(C)Cc2c(C#N)c(N)n(-c3ccccc3)c(=O)c2CO1 | -9% | 0% | -5% | 2% | 2.4%
CCOc1cccc(C(=O)NC(=S)Nc2ccccc2)c1 | 36% | 0% | 12% | -4% | 1.4%
CCOC(=O)C1C(=O)C(=O)N(C2CCCCC2)C1C(=O)OCC (centres undefined) | . | . | . | -17% | 22%

Sorted by SMILES length (smallest number first): part of the list above.
SMILES | M. tuberculosis | Salmonella PhoP GFP | M. tuberculosis HTS | H1N1 NS1A inhibition | VEEV TC-83 Vero | others
CN(C(=O)c1ccccc1)c1nccnc1C#N | -1% | 0% | 9% | -1% | 2.0%
CCOC(=O)C1C(=O)C(=O)N(C2CCCCC2)C1C(=O)OCC (centres undefined) | . | . | . | -17% | 22%
O=C(CSc1nnc(Cc2ccccc2)n1-c1cccc(Cl)c1)NNC(=O)Cc1ccccc1 | -16% | -4% | -2% | -7% | 0.8%

Later entries
SMILES | M. tuberculosis | Salmonella PhoP GFP | M. tuberculosis HTS | H1N1 NS1A inhibition | VEEV TC-83 Vero | others
CCOC(=O)Cc1c(C)c2c(C)[nH]nc2oc1=O | 0% | 1% | -8% | 23% | i
CCC(C)(C)NC(=O)CN(C(=O)c1snc(C(N)=O)c1N)c1ccc2c(c1)OCCO2 | 14% | 9% | 4% | -6% | 1.1%
CC(C)NC(=O)c1ccc(S(=O)(=O)N(C)C)cc1 | -2% | -1% | 10% | -5% | 0.5%
Cn1c(-c2ccc(N)cc2)nc2ccccc21 | 2% | -2% | -5% | 16% | 1.8%
CC(C)NC(=O)NC(=O)CSc1nnc(COc2ccccc2Cl)o1 | ? | 7% | 2% | -2% | 2.0%
CCc1cccc(C)c1NC(=O)c1ccc(CN2CCc3ccccc3C2)cc1 | -1% | 0% | -2% | -1% | i
O=C(NCc1cccnc1)c1ccccn1 | 5% | 7% | 5% | 3% | i
Cc1oc2cc3oc(=O)c(CCC(=O)NCCCC(=O)O)c(C)c3cc2c1C | -12% | 2% | 1% | 3% | i
CN1CCN(NC(=O)CN(C)S(=O)(=O)c2cc(Cl)ccc2Cl)CC1 | 4% | 0% | 5% | 3% | 1.3%
Cc1ccc2nc(C3CCCN(C(=S)Nc4cccc(C)c4C)C3)[nH]c2c1 (centres undefined) | 17% | -6% | 8% | 10% | i
O=C(C1CCCN(S(=O)(=O)c2ccc(Cl)cc2)C1)N(Cc1cccs1)C1CC1 (centres undefined) | 16% | 2% | -6% | 3% | i
O=C(Cn1c(=O)oc2ccccc21)N1CCOCC1 | -5% | 6% | -4% | 4% | 0.0%
Cc1ccc(NC(=O)[C@H](CC(C)C)NC(=O)[C@@H]2Cc3ccccc3CN2)cc1 | -12% | 4% | 6% | 2% | 1.8%
CC(C)(C)NC(=O)CSC(=Nc1ccccc1F)NC#N | 15% | -21% | -20% | 0% | i
CC(C)C(=O)Nc1nc2cc3c(cc2s1)OCO3 | 3% | -4% | -6% | -3% | 7.7%
CC1CCCN(CC(O)COCc2ccccc2)C1 (centres undefined) | -4% | -5% | 4% | -10% | 0.3%
COc1ccccc1N1CCN(C(=O)Nc2cccc(Cl)c2)CC1 | 7% | -2% | -11% | 22% | 0.7%
CC(Oc1cccc(Cl)c1)C(=O)NNC(=O)c1cccnc1 (centres undefined) | -8% | . | 5% | -24% | 1.1%
O=C(NNC(=S)NC1CC2C=CC1C2)c1cccnc1 (centres undefined) | -26% | -7% | -4% | . | i
Cn1cc(C(=O)OCC(=O)Nc2ccccc2Cl)c2ccccc21 | . | . | . | -7% | 2.9%
FC(F)(F)c1cc(Cl)c2nnc(-c3cccnc3)n2c1 | -12% | 1% | -1% | 5% | 0.4%
CCN(CC)c1ccc(NC(=O)CCCOc2cccc(C)c2)cc1 | . | . | . | -5% | 0.5%
O=C(NCc1ccccc1)C(=O)NCC1OCCN1S(=O)(=O)c1cccs1 (centres undefined) | 13% | 8% | -5% | 22% | 0.9%
Cc1ccc(-c2c(C(=O)N/N=C/C3CC=CCC3)nnn2-c2nonc2N)cc1 (centres undefined) | 5% | 0% | 2% | 4% | 1.6%
O=C(Nc1ccc(F)cc1)c1ccc2c(=O)n3c(nc2c1)CCCCC3 | 22% | -16% | -3% | 2% | 9.2%
c1ccc(-c2nnc(N3CCN(c4ccccn4)CC3)c3ccccc23)cc1 | 56% | 0% | ? | 22% | 6.6%
O=C(OCc1ccc(F)cc1)c1cc(=O)c2ccccc2o1 | -2% | 8% | -9% | 6% | 1.0%
N#CC1=C(N)Oc2cc(O)c(C=Nc3ccccc3)cc2C1c1ccccc1 (centres undefined) | 65% | 3% | -6% | -2% | 1.1%
CCCCNC(=O)c1onc(CSc2ccccc2CC)c1C(=O)O | 66% | -5% | 31% | -14% | 0.1%
CCN(c1ccc(NC(=O)COC(=O)C(C)N=C2NS(=O)(=O)c3ccccc32)cc1)C(C)C (centres undefined) | . | . | . | -7% | 3.6%
Cc1nn(C(C)c2nc(-c3ccccc3)no2)c(C)c1[N+](=O)[O-] (centres undefined) | 32% | -5% | 1% | 11% | 3.8%
O=C(CSc1ncccc1C(=O)O)NC1CCCCC1 | -10% | -3% | 0% | 16% | i
CCCCc1c(O)nc(SCC(=O)NCCc2ccc(OC)c(OC)c2)[nH]c1=O | 21% | 1% | -1% | -2% | 2.0%
O=C(Cc1cccc(NC(=O)C2CCN(C(=O)CCc3ccccc3)CC2)c1)Nc1cccc(C(=O)N2CCOCC2)c1 | . | . | . | -14% | i
CC(=O)NC(CC(=O)O)c1ccccc1 (centres undefined) | -2% | 9% | 3% | -6% | 1.4%
Cc1ccc2cc3cc(C(=O)NCCC(C)C)oc3nc2c1 | 21% | -6% | -5% | 8% | 3.8%
CN1C2=NCCN2C(=O)c2ccccc21 | -2% | -10% | 5% | 1% | 0.8%
CCOc1ncccc1C(=O)Nc1ccc(F)c(F)c1 | 5% | 0% | 4% | -5% | 1.8%
CCCC(Oc1ccc(Br)cc1)c1nc2c3cc(OC)c(OC)cc3nc(=S)n2[nH]1 (centres undefined) | -53% | -4% | -2% | -7% | 4.7%
CCC(C(=O)NC1CCCC1)N(C(=O)Cn1nnc(-c2ccc(C)o2)n1)c1ccccc1OC (centres undefined) | 9% | 6% | -5% | 8% | 3.1%
Cc1ccc(-c2nc(N3CCOCC3)sc2C(=O)N2CCOCC2)cc1 | -15% | -6% | -2% | 4% | i
Brc1ccc2[nH]cc(/C=N/N3CCCCC3)c2c1 | 19% | -7% | -4% | 1% | i
Cc1nc(-c2cc(C#N)c(Sc3cccc(C(F)(F)F)c3)nc2C)cs1 | 2% | -1% | 8% | -17% | 1.4%
O=[N+]([O-])c1cccc(-c2nnc3ccccn23)c1 | -8% | 2% | -12% | . | .
CCOc1ccccc1C1N(c2ccc(OC)cc2)C(=O)C2CCCN21 (centres undefined) | 0% | -10% | -10% | -3% | 0.4%
CC1CCCC(C)N1C(=O)COC(=O)CNC(=O)c1ccc(Cl)cc1Cl (centres undefined) | -1% | 2% | 23% | -3% | 0.3%

Grouped by structure: the compounds so far containing a tert-butyl group.
SMILES | M. tuberculosis | Salmonella PhoP GFP | M. tuberculosis HTS | H1N1 NS1A inhibition | VEEV TC-83 Vero | others
C[C@@H]1COC(=O)[C@@H](CC(=O)OC(C)(C)C)C/C=C\C[C@@H](CC(=O)N(CCO)Cc2ccccc2)C(=O)N1 | 21% | . | -9% | -11% | i
CC(C)(C)NC(=O)CSC(=Nc1ccccc1F)NC#N | 15% | -21% | -20% | 0% | i
